# Bioassay records (PubChem BioAssay)
# tim10-1 inh = growth inhibitors of tim10-1 mutant yeast, primary screen, luminescence, uHTS; S. cerevisiae tim10-1 ts strain growth, BacTiter-Glo, 24 h; inhibition, % at 20 µM; 2.2% of 330,000 active; AID 463190, 2010;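 active = inhibition of at least 40%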;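 note: mutant grown at 25 °C; 0% = DMSO wells with yeast and 100% = wells holding no yeast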
# mIAP activ = activators of mouse IAP, primary screen, biochemical, luminescence, uHTS. intestinal alkaline phosphatase [Mus musculus]. muIAP, CDP-Star luminescence, 30 min; stronger effect = higher value; 1 = vehicle-only enzyme signal, 0 = enzyme-free wells. activation factor at 10 µM. 0.24% of 330,000 active. AID 2805, 2010;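 active = activation factor of at least 2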; note: the source names both 10 and 20 µM as test concentration; values of inactives mirror those of a sister screen read the other way
#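 also added = chemiluminescent substrate CDP-Star | test system = mouse IAP enzyme | signal = chemiluminescence readout | compound = DMSO-dissolved test compounds | incubation = 30 min at room temperature | benchmarks = DMSO wells, no-enzyme wells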
# Apaf1 inhib = inhibitors of human Apaf-1 apoptosome, primary screen, biochemical, DEVD-Rh110 fluorescence, uHTS; Apoptotic protease-activating factor 1 (Homo sapiens), O14727; reconstituted apoptosome caspase-3 activity; inhibition, % at 20 µM; 0.71% of 330,000 active; active = inhibition of at least 40% at 20 µM;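 note: plate controls were DMSO wells for no effect and DEVD-CHO caspase inhibitor wells for full effect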
#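 System – cell-free apoptosome with Apaf-1, procaspase-3 and caspase-9 · Buffer or medium – pH 7.5 Hepes buffer with CHAPS, BSA, DTT · Also added – cytochrome c with DEVD-Rh110 · Times – 30 min compound preincubation, 50 min activation, room temperature · Technique – Rh110 fluorescence intensity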
# ATG4B inh = ATG4B protease inhibitors, primary screen, biochemical, fluorescence, uHTS. ATG4B cleavage of LC3-PLA2, NBD-HPC fluorescence, 1 h. inhibition, % at 8.33 µM. 0.51% of 340,000 active; in the data active = inhibition above about 40%
# Target sequence (Q9Y4P1 whole entry, looked up): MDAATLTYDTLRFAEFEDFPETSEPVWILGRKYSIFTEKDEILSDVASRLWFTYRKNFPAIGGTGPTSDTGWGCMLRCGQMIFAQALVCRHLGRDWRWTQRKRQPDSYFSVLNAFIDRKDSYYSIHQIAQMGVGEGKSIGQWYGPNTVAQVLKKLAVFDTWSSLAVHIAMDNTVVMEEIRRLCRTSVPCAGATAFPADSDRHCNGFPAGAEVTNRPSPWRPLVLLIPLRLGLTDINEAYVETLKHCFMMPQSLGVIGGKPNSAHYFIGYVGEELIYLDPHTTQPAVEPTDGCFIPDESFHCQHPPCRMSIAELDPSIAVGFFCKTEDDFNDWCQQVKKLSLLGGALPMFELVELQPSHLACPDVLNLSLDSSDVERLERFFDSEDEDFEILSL
# TIM10 inh = growth inhibitors of isogenic TIM10 control yeast, primary screen, counter-screen for tim10-1 yeast inhibitor project, luminescence, uHTS | S. cerevisiae TIM10 strain growth, BacTiter-Glo luminescence, 24 h | inhibition, % at 10 µM | 1.4% of 330,000 active | AID 463195, 2010;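 active = inhibition of 40% or more at the single tested concentration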;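 note: wild-type TIM10 isogenic control strain grown at permissive 25 °C; 0% = DMSO yeast wells and 100% = minimal medium wells without yeast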
# hIAP act = human IAP activators, primary screen, biochemical, luminescence, uHTS; AID 2524, 2010; activation factor at 10 µM; 0.16% of 330,000 active; purified human IAP, CDP-Star luminescence, 30 min; stronger effect = higher value; 1 = vehicle-only enzyme, 0 = enzyme-free background; Intestinal-type alkaline phosphatase (Homo sapiens), P09923;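 active = activation factor of the enzyme at least 2-fold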; note: the source names both 10 and 20 µM as test concentration; values of inactives mirror those of a sister screen read the other way
# Target sequence (P09923 whole entry, looked up): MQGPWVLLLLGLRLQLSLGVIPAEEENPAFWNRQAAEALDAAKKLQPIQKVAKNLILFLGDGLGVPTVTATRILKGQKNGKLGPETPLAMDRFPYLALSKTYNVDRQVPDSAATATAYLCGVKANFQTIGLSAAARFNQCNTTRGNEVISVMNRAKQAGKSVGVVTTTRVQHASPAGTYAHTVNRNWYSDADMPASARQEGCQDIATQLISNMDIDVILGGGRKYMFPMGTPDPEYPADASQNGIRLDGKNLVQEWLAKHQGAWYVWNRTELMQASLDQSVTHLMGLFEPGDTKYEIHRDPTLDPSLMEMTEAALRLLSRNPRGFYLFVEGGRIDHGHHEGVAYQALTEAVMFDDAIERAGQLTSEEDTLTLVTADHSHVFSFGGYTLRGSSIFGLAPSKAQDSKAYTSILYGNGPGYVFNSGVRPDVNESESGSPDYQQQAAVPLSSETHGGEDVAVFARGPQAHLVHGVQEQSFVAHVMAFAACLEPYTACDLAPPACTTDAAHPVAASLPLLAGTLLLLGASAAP
# hIAP inh = human IAP inhibitors, primary screen, biochemical, luminescence, uHTS | Intestinal-type alkaline phosphatase (Homo sapiens), P09923 | purified IAP, CDP-Star luminescence, 30 min | inhibition, % at 10 µM | 0.12% of 330,000 active | AID 2544, 2010;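 active = inhibition reaching a set limit with compound at 10 µM in the primary screen, cut at about 35% in these data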;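 note: plate controls were DMSO wells with enzyme for no effect and no-enzyme buffer wells for full effect; values of inactives mirror those of a sister screen read the other way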
# NALP3 yeast inh = NALP3 inflammasome inhibitors in reconstituted yeast, primary screen, luminescence, uHTS; Yeast reconstituted NLRP3/ASC/caspase-1, beta-gal luminescence, 24 h; 0.39% of 330,000 active; inhibition, % at 10 µM;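 active = inhibition of 50% or more; inactive = inhibition below 50%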;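 note: plate controls were induced DMSO wells for no effect and uninduced yeast grown without galactose for full effect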
# mIAP inh = inhibitors of mouse IAP, primary screen, biochemical, luminescence, uHTS. intestinal alkaline phosphatase [Mus musculus]. purified mouse IAP, CDP-Star luminescence, 30 min. inhibition, % at 10 µM. 0.2% of 330,000 active. AID 2806, 2010;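 active = inhibition of at least 40% at 10 µM in the primary screen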;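 note: plate controls were DMSO with enzyme for no effect and no enzyme wells for full effect; values of inactives mirror those of a sister screen read the other way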
# * hit, by the source's call; · = not tested or not shown.
Molecule	tim10-1 inh	mIAP activ	Apaf1 inhib	ATG4B inh	TIM10 inh	hIAP act	hIAP inh	NALP3 yeast inh	mIAP inh
Cc1cc(N2CCC(C(=O)NC3CCCCC3)CC2)nc(-c2ccccc2)n1	45*	1.3	18	2	27	0.95	5	32	-26
CCC(C(=O)OCC(=O)Nc1ccc(F)cc1)c1ccccc1 (centres undefined)	11	1.1	24	-2	7	1.2	-22	15	-9
CCOC(=O)CC(NC(=O)C1c2ccccc2Oc2ccccc21)c1ccccc1Cl (centres undefined)	5	1.8	2	7	9	1	-3	7	-80
CCCCCc1c(C)nc(Nc2ccc(F)cc2)[nH]c1=O	6	0.95	17	-4	23	1.2	-16	-2	5
Cc1onc(-c2ccccc2Cl)c1C(=O)Nc1cccc(S(=O)(=O)N2CCOCC2)c1	-5	1.1	1	0	2	0.97	3	14	-11
CCNC(=S)N/N=C/c1ccc(C(=O)O)cc1	21	1.1	10	0	-5	1	-3	-6	-6
Cc1cc(C)cc(C(=O)NC(CC(N)=O)c2ccc(NC3CCCCCC3)c([N+](=O)[O-])c2)c1 (centres undefined)	-4	1	20	-4	-5	1	0	22	-4
CN1c2ccccc2C(C)(C)C12C=Cc1cc(O)ccc1O2 (centres undefined)	52*	0.86	10	8	43*	0.92	8	16	14
COc1ccc(S(=O)(=O)N2CCN(C(=O)C3CCCCC3)CC2)cc1	12	0.97	5	-6	-1	0.98	2	19	3
Cc1cc(C(F)F)n2nc(C(=O)Nc3sc4c(c3C#N)CCC4)nc2n1	42*	0.96	-2	-1	12	0.95	5	-8	4
COc1cc(OC)c(S(=O)(=O)NC(C)C)cc1S(=O)(=O)NC(C)C	8	0.97	-1	9	10	0.97	3	-6	3
CC(Oc1ccc(Cl)cc1Cl)C(=O)NCCC1=CCCCC1 (centres undefined)	-4	0.9	15	17	-2	1	-3	18	10
CC(=O)c1cccc(NC(=O)CN2C(=O)COc3ccc(Cl)cc32)c1	12	1	-9	-11	17	1.1	-8	15	-1
Cc1ccc(C2c3sc(=O)[nH]c3SC3C(=O)NC(=O)C32)cc1 (centres undefined)	-4	0.85	-7	-2	6	1.1	-9	4	15
FC(F)(F)c1cc(-c2ccco2)nc(NCc2ccco2)n1	6	0.88	11	16	5	1	-2	7	12
O=C(N/N=C/c1cccnc1)c1ccc2ccccc2c1O	-17	0.9	-2	5	13	1	-2	6	10
CNC(=O)NNC(=O)c1onc(-c2c(Cl)cccc2Cl)c1C(=O)OC	-26	0.93	4	-7	-18	1	0	13	7
Cn1nc(C(F)(F)F)c(C(=O)Nc2ccc(F)cc2F)c1Cl	6	1.1	-2	-8	10	0.95	5	10	-7
CC(C(=O)O)C1SC(=O)NC1=O (centres undefined)	-11	1	-1	-6	-14	1.1	-9	5	-1
O=C(c1ccccc1)c1cc[n+]([O-])cc1	1	1.1	8	0	-10	0.97	2	3	-6
Cc1nn(CCCC(=O)NC(C)c2ccccc2)c(=O)c2nn(-c3ccccc3)c(C)c12 (centres undefined)	7	1	1	2	3	1.2	-17	-2	-3
Cc1ccc(OCCC(=O)OCC(=O)NC2CCCC(C)C2C)cc1 (centres undefined)	26	0.94	6	-2	18	0.97	3	9	6
CC(/C=N/Nc1nncc(=O)[nH]1)=C\c1ccccc1	9	1	-2	1	9	0.87	13	6	-1
Cc1ccccc1OCC(=O)Nc1nc(-c2ccncc2)cs1	26	0.97	9	-10	22	0.89	11	1	3
CCOc1ccc(-c2cc(C(=O)NCCCn3ccnc3)c3cc(Br)ccc3n2)cc1	16	0.88	42*	-5	14	1	-1	18	12
O=C(Cc1ccccc1)Nc1nnc(-c2ccco2)o1	12	1.1	-4	0	9	0.99	1	-5	-5
COc1ccc(N2CCN(C(=O)c3ccc(NS(=O)(=O)c4cccs4)cc3)CC2)cc1	13	1.1	10	-12	3	1.2	-21	16	-5
Cc1ccc(/C(CSc2nccn2-c2ncc(C(F)(F)F)cc2Cl)=N\O)cc1	14	0.99	8	2	12	1.1	-9	26	1
NC(=O)[C@H](Cc1cc2ccccc2s1)NC(=O)[C@@H]1CC2(CC(c3cccc(NC(=O)[C@@H]4CCC(=O)N4)c3)=NO2)CN1C(=O)/C=C/Sc1ccccc1 (some centres undefined)	25	0.89	37	-10	5	1.1	-9	-4	11
Cc1ccc(C)c(C(=O)COC(=O)Cn2c(C)csc2=O)c1	13	1	2	3	9	0.95	5	11	-2
CCOc1ccccc1C1C(C#N)=C(N)Oc2cc(C)n(C)c(=O)c21 (centres undefined)	4	0.94	-13	-5	4	1	0	-4	6
COc1cccc(COC(=O)c2sc3nc4n(c(=O)c3c2C)CCC4)c1OC	1	0.92	23	-1	-1	1.1	-7	1	8
CC(C)C(=O)Nc1ccc(NC(=O)c2cccnc2)cn1	12	0.96	-6	-7	5	1	-4	11	4
CCOc1ccc2nc(NCCNC(=O)C(C)(C)C)c(C)cc2c1	16	1.1	-9	-10	-12	1.2	-16	3	-8
C=C1C(C(=O)N2CCOCC2)C1C(=O)N1CCOCC1 (centres undefined)	16	0.95	-23	10	14	1	-3	6	5
COC(=O)c1cc(COc2ccc3c4c(c(=O)oc3c2)CCC4)c(C)o1	8	0.91	-5	·	8	1	-3	-3	9
Cc1ccc(SCCC(=O)N2CCC(C(N)=O)CC2)cc1	1	1.1	-4	-4	-4	0.86	14	10	-5
COc1cccc(NC(=O)COC(=O)/C=C/c2ccc(Cl)cc2Cl)c1	20	0.99	25	-3	3	1	-3	5	1
Cc1ccc(-n2c(SCC(=O)NC3CCCCC3)nc3c(c2=O)SCC3)cc1	19	1	8	-12	8	1.1	-8	7	0
CC(Oc1ccc2oc3ccccc3c2c1)C(=O)NC12CC3CC(CC(C3)C1)C2 (centres undefined)	25	1.3	4	2	36	1	-3	30	-27
CS(=O)(=O)N1CCC(C(=O)Nc2ccc(F)cc2)CC1	8	1.1	-12	-2	-4	1.1	-11	12	-6
O=C(Nc1cc2c(oc1=O)CCCC2=O)c1ccccc1	9	1	7	-2	-4	1.1	-9	6	-1
NCCCSC1=NCCCN1	6	0.94	-4	14	0	0.89	11	7	6
CN(C)C(=O)CSc1nnc(-c2cnccn2)n1C	7	0.95	2	-3	2	1.1	-8	14	5
CCOc1ccc2nc(NCCNC(=O)C3CC3)c(C)cc2c1	-3	0.83	11	-12	-8	0.91	9	13	17
CCN(CC)c1ccc(/C=N\N2CCN(Cc3ccc(C)cc3)CC2)cc1	29	1.1	25	6	-6	0.96	4	26	-9
COc1ccccc1C(=O)Nc1ccccn1	14	1	1	-2	-5	1	-2	10	-5
Cc1cc(/C=N/NC(=O)c2cccc(N(C)C)c2)c(C)n1-c1cc(C(=O)O)cc(C(=O)O)c1	24	1	7	8	0	1.1	-6	21	-1
Cc1ccccc1CS(=O)(=O)Cc1ccc(C(=O)NCCCN2CCOCC2)o1	1	1.1	3	9	-14	1	-1	-3	-5
CCOc1ccc(C(=O)Nc2ccc3c(c2)OCCO3)cc1OC	-5	1	5	4	2	1.9	-87	15	-2
Cc1ccc(NC(=O)Nc2ccon2)cc1Cl	-40	1.3	14	-6	1	1	-3	10	-32
CCN1CCN(S(=O)(=O)c2ccc(S(=O)(=O)NC3CC3)cc2)CC1	-1	0.96	-2	4	-5	0.78	22	7	4
COc1ccc(N2CCN(C(=O)c3cc4c(s3)-c3ccccc3OC4)CC2)cc1	-13	1	3	2	-7	0.84	16	7	-3
CCOc1ccccc1C(=O)NCC(=O)N1CCN(Cc2ccc3c(c2)OCO3)CC1	1	0.98	3	1	9	1.1	-6	17	2
CCOC(=O)c1c[nH]c2c(C)ccc(Cl)c2c1=O	10	1.1	9	-6	-5	1	-2	5	-9
O=S(=O)(Nc1c(F)cccc1F)c1ccc(Cl)nc1	12	0.99	1	-2	-2	1	-4	-2	1
CCc1c(C(=O)NNC(=S)NCCc2ccccc2)csc1C	14	0.95	12	-1	17	2.1*	-113	18	5
CCOC(=O)c1c(C)[nH]c(C(=O)COC(=O)C2=NNC(=O)CC2)c1C	-4	1.1	2	-2	-2	1	-1	3	-5
CCCCc1ccc(NC(=S)NN2CCOCC2)cc1	24	1.1	6	3	0	1	-5	14	-5
CC1CCCN(c2ccc(C(=O)NCC3CCCO3)cn2)C1 (centres undefined)	-12	0.95	-17	-7	4	1.3	-27	10	5

# Later entries
Molecule	tim10-1 inh	mIAP activ	Apaf1 inhib	ATG4B inh	TIM10 inh	hIAP act	hIAP inh	NALP3 yeast inh	mIAP inh
CCN1CCN(C(=O)Cn2nc(C)n3c(cc4c(OC)cccc43)c2=O)CC1	-4	1.1	15	-7	5	0.95	5	6	-7
Cc1c(C#N)c(N)nc2c3c(sc12)NC(=O)CC3c1ccccc1 (centres undefined)	-8	1.1	-3	4	-15	0.99	1	10	-10
O=C(NNC(=S)Nc1ccccc1)C1CCCCC1	5	0.99	-3	-5	17	1.6	-60	23	1
COc1ccc(NC2CC(=O)N(c3cccc(C)c3)C2=O)cc1 (centres undefined)	14	1	-15	1	-17	0.92	8	6	-1
Cc1cc(C)c(C)c(OC(=O)c2sc(Cl)nc2C)c1	15	0.83	5	-5	1	0.83	17	-32	17
COc1ccc(OC)c(NC(=O)COC(=O)CCC2CCCC2)c1	7	1.1	14	2	-3	0.97	3	5	-10
Cc1ccccc1C(=O)N/N=C1\SCC(=O)N1Cc1ccco1	12	0.97	3	-8	13	1.2	-15	-10	3
Cc1ccc(S(=O)(=O)N2CCN(C(=O)CCN3C(=O)c4ccccc4C3=O)CC2)cc1C	-11	1	7	3	-17	0.87	13	14	-2
Cc1cc(C=C2C(=O)c3ccccc3C2=O)c(C)n1C	7	0.81	1	-7	37	0.91	9	12	19
Cn1c(-c2cnn(-c3ccccc3)c2N)n[nH]c1=S	9	0.87	1	-5	22	0.88	12	24	13
Cc1noc(/C=C/N(C)C)c1S(=O)(=O)N1CCN(c2ccccc2)CC1	19	0.95	7	-2	18	0.92	8	16	5
O=C(CCc1nc(-c2ccccc2F)no1)NC1CCN(Cc2ccccc2)CC1	-8	0.95	-11	-2	-13	1	-3	19	5

# Compounds shown so far that contain a COOH group:
Molecule	tim10-1 inh	mIAP activ	Apaf1 inhib	ATG4B inh	TIM10 inh	hIAP act	hIAP inh	NALP3 yeast inh	mIAP inh
CCNC(=S)N/N=C/c1ccc(C(=O)O)cc1	21	1.1	10	0	-5	1	-3	-6	-6
CC(C(=O)O)C1SC(=O)NC1=O (centres undefined)	-11	1	-1	-6	-14	1.1	-9	5	-1
Cc1cc(/C=N/NC(=O)c2cccc(N(C)C)c2)c(C)n1-c1cc(C(=O)O)cc(C(=O)O)c1	24	1	7	8	0	1.1	-6	21	-1
